# Screening results from PubChem BioAssay.
# CHO-K1 Ca antag – M1 antagonist counterscreen hit in parental CHO-K1 cells | ATP-induced calcium, Fluo-8 fluorescence | inhibition, % at 3 µM | 360,000 compounds, 0.6% hits;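 active = inhibition above a per-plate cutoff, the plate's mean sample inhibition plus 3 SD, cut at about 24% in these data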;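 note: 0% = DMSO plus EC80 ATP and 100% = DMSO alone without ATP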
# CHO-K1 Ca ag – counter-screen for M1 agonists: effect in parental CHO-K1 cells. AID 602248, 2012. activation, % at 3 µM. 360,000 compounds, 0.48% hits. Fluo-8 calcium fluorescence; scaled to maximal ATP response, vehicle zero; in the data active = activation above about 15%;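 note: untransfected CHO-K1 host cells lacking M1 receptor as counterscreen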
# M1 ag – human M1 muscarinic receptor agonists, primary screen, Fluo-8 calcium fluorescence, CHO-K1 cells, HTS; CHO-K1 hM1, agonist mode; 0% DMSO, 100% acetylcholine EC100; 360,000 compounds, 0.33% hits; Muscarinic acetylcholine receptor M1 (Homo sapiens), P11229; activation, % at 3 µM;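 active = activation above the run's mean compound activation plus 3 SD, cut at about 16% in these data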;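 note: peak over basal fluorescence ratio within a 140 s kinetic read after compound addition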
# Target sequence (P11229 whole entry, looked up): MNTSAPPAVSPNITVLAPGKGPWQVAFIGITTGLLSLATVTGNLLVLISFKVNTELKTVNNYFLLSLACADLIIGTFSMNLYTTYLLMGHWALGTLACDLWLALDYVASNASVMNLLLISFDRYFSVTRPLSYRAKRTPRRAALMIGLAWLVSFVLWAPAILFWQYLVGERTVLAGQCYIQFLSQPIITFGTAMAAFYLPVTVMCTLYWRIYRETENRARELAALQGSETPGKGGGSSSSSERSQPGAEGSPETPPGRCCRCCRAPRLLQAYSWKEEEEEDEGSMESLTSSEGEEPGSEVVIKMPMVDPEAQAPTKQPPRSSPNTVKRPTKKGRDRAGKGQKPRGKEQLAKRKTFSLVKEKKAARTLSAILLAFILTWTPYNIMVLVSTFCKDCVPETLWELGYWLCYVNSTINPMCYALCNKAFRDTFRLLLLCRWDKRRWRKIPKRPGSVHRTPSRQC
# TAAR1 antag – human TAAR1 antagonists, primary screen, Fluo-8 calcium fluorescence, CHO RD-HGA16 cells | Trace amine-associated receptor 1 (Homo sapiens), Q96RJ0 | antagonist | inhibition, % at 3 µM | 360,000 compounds, 1.5% hits;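 active = inhibition above a per-plate cutoff, the mean inhibition of test compounds on that plate plus 3 SD, cut at about 49% in these data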;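 note: 0% = DMSO plus EC80 beta-PEA response and 100% = DMSO alone without agonist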
#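 System: RD-HGA16 CHO cells with stable hTAAR1 and Gα16 | Probe or stimulus: EC80 β-phenethylamine stimulus | Dosing: 3 µM, single point | Times: Dye loading 75 min at 37 °C, then 30 min room temperature | Measured by: Fluo-8 calcium-sensitive fluorescence | Read-out basis: % inhibition of agonist calcium response | Replicates: n of 1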
# CHO-K1 Ca PAM – nonselective calcium activators in parental CHO-K1 cells, primary screen, counter-screen for M1 PAM project, cell-based, Fluo-8 calcium fluorescence, full deck, 1536-well. ATP EC20; 0% at ATP EC20, 100% at ATP max. activation, % at 3 µM. 360,000 compounds, 0.02% hits;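 active = activation above the run cutoff, the mean activation of all test compounds plus 3 SD, cut at about 40% in these data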;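 note: peak over basal fluorescence ratio in a 140 s read after ATP addition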
# V1R ag counter – agonists of human V1a receptor, primary screen, counter-screen for OXTR agonist project, fluorescence, CHO-V1R cells; Vasopressin V1a receptor (Homo sapiens), P37288; Fluo-8 calcium fluorescence, agonist mode; 0% DMSO, 100% 3 nM vasopressin; activation, % at 3 µM; 320,000 compounds, 0.25% hits;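 active = activation above the mean activation of all tested compounds plus 3 SD, per screening run, cut at about 20% in these data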;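 note: signal is peak over basal fluorescence ratio across a 100 second FLIPR read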
# Target sequence (P37288 whole entry, looked up): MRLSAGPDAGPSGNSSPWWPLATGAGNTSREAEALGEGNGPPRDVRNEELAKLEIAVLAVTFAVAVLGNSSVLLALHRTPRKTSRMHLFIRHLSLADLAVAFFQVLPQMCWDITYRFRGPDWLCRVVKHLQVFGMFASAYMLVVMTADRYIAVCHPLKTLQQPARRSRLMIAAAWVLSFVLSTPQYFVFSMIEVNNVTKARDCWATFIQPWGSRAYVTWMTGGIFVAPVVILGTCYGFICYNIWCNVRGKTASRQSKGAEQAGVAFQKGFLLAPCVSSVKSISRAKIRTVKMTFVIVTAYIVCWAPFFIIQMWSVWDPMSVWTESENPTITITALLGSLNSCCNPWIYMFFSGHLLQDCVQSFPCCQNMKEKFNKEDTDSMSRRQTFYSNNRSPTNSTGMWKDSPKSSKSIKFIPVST
# TAAR1 agonist – human TAAR1 agonists, primary screen, Fluo-8 calcium fluorescence, CHO RD-HGA16 cells; Trace amine-associated receptor 1 (Homo sapiens), Q96RJ0; activation, % at 3 µM; vehicle wells 0%, saturating PEA agonist 100%; 360,000 compounds, 0.99% hits;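 active = activation above the mean activation of all test compounds in the run plus 3 SD, cut at about 38% in these data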
#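 Benchmarks: low control DMSO, high control PEA (EC100); System: CHO RD-HGA16 cells carrying human TAAR1 plus Gα16; Detection: Fluo-8 fluorescence, 5 s baseline then 140 s kinetic read; Schedule: 17-24 h plating, Fluo-8 75 min 37 °C, 30 min RT; Read-out basis: % activation from peak over basal fluorescence ratio, DMSO-to-PEA scaled.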
# CHO parental Ca – ATP-evoked calcium signal inhibitors, parental CHO, primary screen, counter-screen for OX1R antagonist project, cell-based, fluorescence, Fluo-8 calcium dye; parental CHO-K1, ATP-induced calcium, Fluo-8 fluorescence; 330,000 compounds, 0.63% hits; inhibition, % at 5.6 µM;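 active = inhibition above that plate's mean sample inhibition plus 3 SD, cut at about 26% in these data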;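 note: 0% = ATP-challenged DMSO wells and 100% = DMSO wells without ATP; some compounds past the cut are filed as inactive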
#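 Material: Parental CHO cells | Reagent: ATP | Compound dosing: Single nominal dose of 5.6 µM per compound | Detection: Intracellular calcium via Fluo-8 no-wash fluorescent dye | Read-out: % inhibition of ATP-induced calcium mobilization | Benchmarks: Low control ATP plus DMSO, high control DMSO only | Replicates: Singlicate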
# OXTR potentiator – human OXTR potentiators, primary screen, fluorescence, CHO-OTR cells, Fluo-8 calcium | Oxytocin receptor (Homo sapiens), P30559 | Fluo-8 calcium fluorescence, potentiator mode; 0% = oxytocin EC15, 100% = EC100 | activation, % at 3 µM | 320,000 compounds, 0.061% hits | AID 2445, 2010;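 active = activation above that plate's cutoff, the mean activation of tested compounds plus 3 SD, cut at about 6.6% in these data, passing the limit was not always enough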;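 note: 100% uses oxytocin at 75 nM as the full agonist control; some results filed as inactive read as strong as hits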
#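 Measured by – Fluo-8 calcium dye fluorescence · Test system – human OTR in CHO cells · Dosing – one concentration, 3.0 µM compound · Controls – EC15 oxytocin alone as 0%, 75 nM oxytocin as 100% · Evaluation – normalized max/min fluorescence ratio, % activation · Timing – 6 min pre-incubation, 100 s read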
# Starred values were filed as active, the others as inactive; nt = not tested or not shown.
no.	structure	CHO-K1 Ca antag	CHO-K1 Ca ag	M1 ag	TAAR1 antag	CHO-K1 Ca PAM	V1R ag counter	TAAR1 agonist	CHO parental Ca	OXTR potentiator
1	COc1cccc(/C=C/C(=O)OCC(=O)c2ccc[nH]2)c1	-3	1.2	-3	-4	7	nt	2	nt	nt
2	COc1ccc(C(=O)NNC(=O)C(NC(=O)c2cc(OC)cc(OC)c2)C(C)C)cc1 (configuration not stated)	-11	-0.6	-8	-3	13	0.2	8	-18	2
3	CCOC(=O)N1CCN(CC(O)c2ccc3cc[nH]c3c2)CC1 (configuration not stated)	-4	0.4	-6	-20	18	0.6	3	-13	-2
4	COc1ccc(N2C(=O)/C(=C3/C=CC=CN3C)SC2=S)cc1	0	0.3	-7	-4	17	0.2	6	-5	-1
5	Cn1c(C(=O)N2CCC(C(N)=O)CC2)cc2c(=O)n(C)c3ccccc3c21	8	0.8	-11	-11	7	0.1	3	-4	-1
6	Cn1cnc(C(=O)N2CCc3ccccc3C2)c1C(=O)N1CCc2ccccc2C1	-15	0.3	-4	-8	16	0.8	9	-9	2
7	O=c1[nH]c2nc(Br)[nH]c(=O)c2[nH]1	-8	1.0	0	1	7	nt	8	nt	nt
8	C=CCn1c(Cc2ccc(OC(C)C)c(Cl)c2)nnc1SCC(N)=O	-1	-0.2	-1	8	0	-0.4	8	11	-18
9	Cc1ccccc1CC(=O)Nc1ccc2c(c1)CCC2	-1	0.0	-5	4	-2	-0.3	-1	1	5
10	COC(=O)C(CC(C)C)Oc1ccc2c(C)cc(=O)oc2c1 (configuration not stated)	-21	0.3	-3	-14	14	-1.4	19	-35	-1
11	CC(C)[C@H](NC(=O)OCc1ccccc1)C(=O)OCC(=O)Nc1c(F)cccc1F	-7	3.0	-5	-2	20	1.4	2	-14	-17
12	COc1ccc(OC)c(NC(=O)CN(C)S(=O)(=O)c2ccc(Cl)cc2)c1	-8	0.5	-6	8	4	-0.7	3	-18	-3
13	O=C(NCc1ccccc1Cl)[C@H]1CCCN1C(=O)[C@H]1CCCN1C(=O)c1ccc(Cl)cc1	-13	0.6	nt	-13	-2	nt	5	nt	nt
14	COc1ccc(-c2noc(Cc3ccc(Cl)cc3)n2)cc1OC	-11	0.2	-4	-7	20	0.5	2	-21	-3
15	COc1ccc(C(=O)/C=C/c2ccc(OC)cc2OC)c(O)c1	-9	1.3	-2	-27	-1	-0.3	4	-11	-3
16	COc1ccc(S(=O)(=O)NCCSc2ccc(C)cc2)cc1OC	9	4.2	9	-11	1	7.1	3	-6	-22
17	CCN1C(=NCCCCO)N[C@@H](c2cccc(F)c2)C(C(=O)OC)=C1C	-15	-0.1	-2	3	18	0.7	12	-9	3
18	CC(C)(C)C(=O)c1cnc(Nc2ccccc2)s1	9	-0.2	-3	-7	-2	-0.5	11	-9	-13
19	Cc1ccc(S(=O)(=O)NNC(=O)C(O)(c2ccccc2)c2ccccc2)cc1	-4	0.9	-4	5	13	0.8	3	-14	-7
20	O=C(CC1CCCCC1)NCC1CCCO1 (configuration not stated)	-11	0.1	-3	-2	11	0.8	5	-20	-7
21	CCOCCN(C=O)c1cccc(OC)c1	0	0.0	-3	16	-6	-0.4	0	1	-2
22	CCOC(=O)/C(C#N)=C\c1cc(OC)c(OC)cc1[N+](=O)[O-]	-5	-0.2	-8	-4	14	1.3	-1	-5	-3
23	Cc1cc(=O)oc(C)c1C(=O)Nc1cccc2nonc12	-7	0.1	-3	-3	7	0.4	6	-4	-4
24	Cc1cc(C)c(S(=O)(=O)NCC2CCC(C(=O)NCc3ccc4c(c3)OCO4)CC2)c(C)c1 (configuration not stated)	-12	1.3	-2	30	6	8.3	8	-2	-8
25	O=C(CC1C[C@H](C(=O)N2CCOCC2)[C@@]2(CCC3CCCC3)c3[nH]c4ccccc4c3CCN2C1=O)NCc1ccco1 (some centres not stated)	-14	0.6	-4	2	17	0.2	2	-9	-2
26	CNS(=O)(=O)c1cc(NC(=O)c2cnc(SC)n2-c2ccccc2)ccc1C	1	11	-5	8	6	0.6	5	-5	-10
27	CC1(c2ccc(OC(F)F)cc2)NC(=O)N(CC(=O)Nc2ccc(Cl)cc2F)C1=O (configuration not stated)	3	12	17*	55*	-4	19	96*	22	-16
28	O=C(CCN1C(=O)c2ccccc2S1(=O)=O)N1CCN(c2ccccc2)CC1	-6	1.7	-2	3	13	-0.4	7	9	-5
29	CCCCC(CCCC)=N/N=C/c1c(O)n(CC)c2cc(C3=NNC(=O)CC3)ccc12	-13	0.1	-2	-19	19	0.8	2	-14	-3
30	C=CCc1cccc2cc(C(=O)NNC(=O)CC#N)c(=O)oc12	8	-0.2	-4	-7	-11	0.6	-1	-10	-4
31	CCc1ccc(NC(=O)CN2CCC(C(=O)c3ccc(OC)cc3)CC2)cc1	-11	3.0	-5	-15	6	7.9	-1	4	-8
32	O=C(N/N=C/C(Cl)=C\c1ccccc1)c1cnccn1	9	0.0	4	-2	-2	0.1	6	-17	-4
33	CC(C)C(=O)NC(c1ccc(Cl)cc1Cl)c1ccc2cccnc2c1O (configuration not stated)	-22	0.1	-5	-33	20	-0.5	-1	-24	-15
34	Cc1cc(C)c2nc(N3CCC(C(=O)NCc4cccnc4)CC3)sc2c1	-8	1.2	-11	0	11	1.0	2	-9	-2
35	O=C(O)CCN(CCC(=O)O)c1nnc(SCc2ccccc2)s1	1	0.4	-3	-1	10	2.1	3	2	-11
36	Nc1nnc(Cc2ccccc2F)s1	2	0.3	-5	12	16	-0.4	2	7	2
37	COc1cccc(SCC2(O)CCN(C(=O)c3ccc(Cl)cc3)CC2)c1	-3	2.0	-1	6	-12	4.1	10	6	-4
38	O=C(CCC1CCCN(C(=O)c2cccc(F)c2)C1)N1CCN(c2ccccn2)CC1 (configuration not stated)	-7	1.8	-5	-11	-16	-1.7	2	-15	-6
39	Cc1cc(NC(=O)CS(=O)(=O)c2cn(Cc3cccc(Br)c3)c3ccccc23)no1	-4	1.6	30*	1	4	nt	2	nt	nt
40	CCOc1ccc(C(C)=O)cc1CSc1nc2nc(C)cc(C)n2n1	-10	0.7	-13	-15	7	-0.3	0	-17	-14
41	CCN(C(=O)CSc1nnc(-c2ccc(Cl)cc2)n1C)C1CCS(=O)(=O)C1 (configuration not stated)	-15	0.7	-7	-11	27	-0.1	0	2	2
42	COc1ccc(-c2c(NC(=O)c3ccco3)oc3ccccc3c2=O)cc1OC	24	0.9	-4	-25	-17	3.7	2	-14	-2
43	Cc1ccccc1C(=O)NNC(=O)C(=O)Nc1cccc(Cl)c1C	-10	0.8	-1	0	-10	1.1	4	-22	0
44	Cc1cc(C)n(CC(=O)N2c3ccccc3Sc3ccc(C(F)(F)F)cc32)n1	5	0.4	-10	-12	4	-1.0	-1	-23	-8
45	Cc1cc(C)nc(NC(=O)COc2cc(Cl)cc(Cl)c2)n1	11	-0.1	-2	7	3	0.6	8	6	-7
46	Cc1cccc(OCC(=O)Nc2nnc(S(=O)(=O)N3CCCCCC3)s2)c1	5	1.5	-1	3	8	5.2	2	0	-6
47	Cn1c(COc2ccc([N+](=O)[O-])cc2)nnc1SCC(=O)NCC1CCCO1 (configuration not stated)	-4	0.3	-5	-3	-3	0.3	4	-1	-6
48	Cc1cccc(NC2=CC(=O)OC(C)C2)c1 (configuration not stated)	-21	-0.2	-2	-10	17	0.8	3	-1	-4
49	COc1ccc(C(CC(=O)O)NC(=O)COc2ccccc2)cc1OC (configuration not stated)	0	0.3	-4	-8	4	3.9	-1	2	-4
50	CCN1C[C@@H]2[C@@H]3C(=O)N(C)C(=O)[C@@H]3[C@](C)(C1=O)N2C(=O)c1ccc(Cl)cc1	15	-0.4	1	3	-9	nt	2	nt	nt
51	CC(C)CC(=O)NS(=O)(=O)c1ccc(NC(=O)c2ccco2)cc1	9	0.1	-14	nt	3	0.3	nt	-8	-2
52	O=c1[nH]c2c(c(=O)[nH]1)CCCCCC2	11	0.2	0	-18	8	nt	1	nt	nt
53	CCCSc1nc(N2CCOCC2)c2c(c1C#N)CC(C)(C)SC2	-21	0.5	-3	42	18	-0.5	16	-18	-8
54	O=C(Nc1ccc(N2CCOCC2)cc1)C1CCCN(S(=O)(=O)c2ccccc2)C1 (configuration not stated)	-7	2.9	7	5	13	5.7	11	-12	-7
55	CCN(CC)c1ccc(NC(=O)C(C)C)cc1	-3	-0.3	-7	15	12	0.5	4	1	-4
56	CCOc1ccc(OCC)c(NC(=O)CC2Oc3ccccc3NC2=O)c1 (configuration not stated)	-13	1.6	-1	21	-2	2.0	2	-19	-2
57	COc1cccc(C2=NOC(C(=O)Nc3ccc4c(c3)OCO4)C2)c1OC (configuration not stated)	-2	5.0	2	-4	-13	4.0	0	-9	-6
58	COc1ccc(NC(=O)CSc2nc3ccccc3c(=O)n2C)cc1	12	9.5	-2	0	2	8.4	6	-5	-15
59	CCC(C(=O)OC)n1cnc2c(nnn2-c2ccc(OC)cc2)c1=O (configuration not stated)	-17	1.4	-4	11	17	-0.1	15	-7	-4
60	O=C(O)c1cc(N/N=C/c2ccncc2)ccc1Cl	-10	7.1	6	14	21	1.0	1	1	0

# An excerpt from above in order of length of the SMILES, lowest first.
no.	structure	CHO-K1 Ca antag	CHO-K1 Ca ag	M1 ag	TAAR1 antag	CHO-K1 Ca PAM	V1R ag counter	TAAR1 agonist	CHO parental Ca	OXTR potentiator
60	O=C(O)c1cc(N/N=C/c2ccncc2)ccc1Cl	-10	7.1	6	14	21	1.0	1	1	0
53	CCCSc1nc(N2CCOCC2)c2c(c1C#N)CC(C)(C)SC2	-21	0.5	-3	42	18	-0.5	16	-18	-8
51	CC(C)CC(=O)NS(=O)(=O)c1ccc(NC(=O)c2ccco2)cc1	9	0.1	-14	nt	3	0.3	nt	-8	-2
